LmPK inhibitor = LmPK (Leishmania mexicana) enzyme inhibition. purified LmPK, Kinase-Glo ATP luminescence, 1 h. Potency, µM (series often up to 57.5 µM), without a hit: top-dose activity change, negative = inhibition, actives largely listed as inhibitors. 0.37% of 290,000 active; also: potency is read from the fitted curve at half-maximal effect; % is scaled to controls: 0 for no effect and ±100 for the full control effect
Target sequence (Q27686 whole entry, looked up): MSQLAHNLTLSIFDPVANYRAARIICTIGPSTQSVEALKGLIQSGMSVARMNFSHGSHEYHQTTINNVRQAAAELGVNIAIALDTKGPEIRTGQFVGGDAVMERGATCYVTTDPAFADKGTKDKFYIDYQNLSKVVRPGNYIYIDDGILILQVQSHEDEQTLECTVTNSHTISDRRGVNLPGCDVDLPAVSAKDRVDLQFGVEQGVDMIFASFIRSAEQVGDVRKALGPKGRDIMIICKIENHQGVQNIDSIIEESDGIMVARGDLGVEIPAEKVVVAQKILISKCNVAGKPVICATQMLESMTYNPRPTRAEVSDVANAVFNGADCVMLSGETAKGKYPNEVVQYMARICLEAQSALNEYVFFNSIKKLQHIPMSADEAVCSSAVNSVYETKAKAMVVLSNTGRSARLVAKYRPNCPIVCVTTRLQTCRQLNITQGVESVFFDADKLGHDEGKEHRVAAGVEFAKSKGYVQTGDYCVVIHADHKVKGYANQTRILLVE
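ATP generated from ADP (0.1 mM) and PEP (0.5 mM) by 0.1 nM LmPK over 1 h at room temperature (pH 7.2 imidazole buffer) was detected by coupled luciferase luminescence. Values were normalized to uninhibited and no-enzyme wells.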
TbPYK inhibitor = inhibitors of Trypanosoma brucei pyruvate kinase; TbPYK enzyme, Kinase-Glo Plus ATP luminescence, 45 min; AID 624173; 0.12% of 410,000 active; Potency, µM (top dose mostly 76.8 µM), for inactives: top-dose activity, negative = inhibition, most hits filed as inhibitors; also: potency is read from the fitted curve at half-maximal effect; % is scaled to controls: 0 for no effect and ±100 for the full control effect; nearly all actives have a fitted effect of over 50% in size
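T. brucei PYK with substrate was exposed to pin-transferred compounds across a concentration series, then started with 130 uM ADP (final). After 45 min at room temperature, Kinase-Glo Plus luminescence was read, normalized and curve-fitted.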
Pf growth 48h = P. falciparum growth inhibition at 48 hours (one generation); P. falciparum luciferase growth in erythrocytes, 48 h; Potency, µM (doses to about 28.7 µM), for the others: top-dose activity change, negative = inhibition, most hits filed as inhibitors; 5.9% of 310,000 active; AID 504832; also: potency is read from the fitted curve at half-maximal effect; % is scaled to controls: 0 for no effect and ±100 for the full control effect
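In quantitative HTS format, infected erythrocytes bearing luciferase-reporter parasites were treated for a single generation at 37 C. Luminescence after adding detection reagent served as the growth measure.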
AMA1-RON2 inh = disrupts binding of P. falciparum AMA1 to RON2; AlphaScreen AMA1-biotinylated RON2 peptide binding; Potency, µM (series often up to 58.2 µM), for inactives: at the top dose activity change, negative = inhibition, most hits filed as inhibitors; 0.2% of 360,000 active;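 also: potency is read from the fitted curve at half-maximal effect; 0% = vehicle wells and -100% = peptide control; nearly all actives have a fitted effect of over 45% in size; some results filed as inactive show a strong effect at the top dose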
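AMA1 (3D7) with his tag at 25 nM final met compounds first, then biotinylated RON2 peptide at 25 nM; detection used donor plus acceptor beads, 10 µg/mL apiece, read by AlphaScreen after 30 min at room temperature.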
Shiga inhibitor = Shiga toxin inhibition; 9.2% of 290,000 active; inhibition, % at 38.7 µM; Vero cells, Shiga toxin protein synthesis inhibition reporter; in the data active = inhibition mostly above about 28%, no sharp cut-off; inactive = mostly below about 43%; also: 0% is about no effect
Pf growth 96h = P. falciparum growth inhibition at 96 hour, primary screen for plastid delayed-death inhibitors; P. falciparum luciferase reporter growth, 96 h; Potency, µM (series often up to 28.7 µM), inactives show top-dose activity change, negative = inhibition, usual class: inhibitors; 6.9% of 320,000 active; also: potency is read from the fitted curve at half-maximal effect; % is scaled to controls: 0 for no effect and ±100 for the full control effect
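Readout is luminescence from an integrated firefly luciferase in P. falciparum. Red cells, 2% hematocrit and 0.05% parasitemia final, were cultured with compound through two parasite generations (96 hours) at 37 C, 5% CO2.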
Cycloheximide cs = counter-screen hit for Shiga toxin inhibitors, cycloheximide; cell reporter, cycloheximide protein synthesis inhibition counterscreen; max response, %; 12% of 300,000 active; AID 2314; in the data active = max response mostly above about 13%, no sharp cut-off; inactive = mostly below about 14%; also: read at 38.3 µM for the half of the compounds with a filed dose; 0% is about no effect
* = called active by the depositor; ? = inconclusive; / = no result given; & = joins results of further samples; [ ] = remark or other dose. Unless noted, calls follow the shape of the dose curve; as a rule, active = well fitted curve in the direction sought with a large enough effect; inconclusive = small, poorly fitted or top-dose-only effect, or another doubt; inactive = no such curve, though single readings can be large; an effect the other way counts as inactive or inconclusive.

mol,LmPK inhibitor,TbPYK inhibitor,Pf growth 48h,AMA1-RON2 inh,Shiga inhibitor,Pf growth 96h,Cycloheximide cs
COc1ccc(OC)c(NC(=O)c2c3c(nc4ccccc24)CCC3)c1,3%,5%,-18%,-6%,-9,?,-1
CCn1cc(C(=O)NC2CCCCC2C)c(=O)c2ccc(C)nc21 (configuration not stated),0%,1%,1%,-15%,-3,12µM*,-3
CN(C)c1cccc(C(=O)NCC2CCCO2)c1 (configuration not stated),-8%,-6%,50%[activator],2%,42*,-11%,14
COC(=O)CSc1nnc(SCc2ccc(OC)cc2)s1,-2%,-2%,-11%,27%,19,/,-3
C=CCn1c(SC(C)C(=O)NCCC2=CCCCC2)nc2ccccc2c1=O (configuration not stated),-2%,-7%,/,5%,-2,13µM*,2
CCN(CC)S(=O)(=O)c1ccc(-c2nnc(SCc3nnc(-c4ccc(C)cc4)o3)n2CC)cc1,3%,/,?,16%,23,/,17
CCOC(=O)C1=C(N)Oc2cc(O)ccc2C1c1cccnc1 (configuration not stated),5%,17%,-26%,-1%,4,-1%,-1
CCOc1ccc2nc(NC(=O)c3cc([N+](=O)[O-])ccc3N3CCOCC3)sc2c1,3%,4%,2%,-6%,2,?,12
CC(=O)OCCOc1nc(NC(C)C)nc(NC(C)C)n1,-2%,-11%,-5%,13%,-3,?,-2
OCCOCCOc1ccccc1OCCOCCO,0%,-2%,-10%,-2%,-8,0%,-2
O=C(O)c1ccc2c(c1)C(=O)N(Cc1ccc3c(c1)OCO3)C2=O,9%,/,/,-6%,-16,?,-3
COc1ccc(N2CCN(C(=O)CSc3ccc(C)cc3)CC2)cc1,0%,3%,2%,-7%,-17,?,-5
O=C(NNC(=O)c1cc(OCC(F)(F)F)ccc1OCC(F)(F)F)c1cccc(C(F)(F)F)c1,0%,4%,15µM*,35%[activator],56*,?,20*
O=C(CC1NCCN(Cc2ccccc2)C1=O)Nc1ccccc1 (configuration not stated),3%,2%,18%,3%,22,38%[activator],1
C/C(CC1(O)C(=O)N(C)c2ccccc21)=N\O (configuration not stated),0%,0%,10%,0%,-4,?,-3
O=C(Nc1cccc(S(=O)(=O)NC2=NCCC2)c1)c1cnc(Cl)c(Cl)c1,/,-7%,?,1%,/,?,/
CCOc1cc(/C=N/NC(=O)CSc2nncn2C)ccc1OCc1cccc(C)c1,2%,-4%,-24%,-14%,26,?,7
CC(C)C1CCC(C(=O)NC(Cc2ccccc2)C(=O)O)CC1 (configuration not stated),/,1%,1%,/,/,21%,/
CCOc1ccc(-c2csc(NC(=O)CSC3=NC(=O)CN3C(C)=O)n2)c2ccccc12,-2%,7%,?,-1%,-10,10µM*,-6
CCn1c(SCc2cccc(C(=O)O)c2)nnc1-c1ccc(Cl)cc1,-6%,0%,?,-2%,7,?,-1
COc1cc(/C=C2\SC(=O)N(CC(=O)Nc3cccc(C)c3)C2=O)cc([N+](=O)[O-])c1O,-10%,-6%,-23%,-6%,45,13%,-5
COC(=O)C/C=C/[C@@H](C)[C@@H](/C=N/OC[C@@H](C)[C@H](OCc1ccccc1)C(C)C)NS(=O)(=O)c1ccc(C)cc1,3%,/,13µM*,/,34,9.3µM*,-2
Cc1cc(C)c2c(CN3CCN(Cc4ccccc4)CC3)cc(=O)oc2c1C,0%,1%,?,-5%,-8,?,-2
N#CC1=C(SCC(=O)NC2CC2)NC(=O)C(C#N)C12CCCCC2 (configuration not stated),-3%,3%,11%,7%,10,/,-1

Whole records as entered above:
`CCOc1ccc(-c2csc(NC(=O)CSC3=NC(=O)CN3C(C)=O)n2)c2ccccc12` as listed: LmPK inhibitor: -2%; TbPYK inhibitor: 7%; Pf growth 48h: ?; AMA1-RON2 inh: -1%; Shiga inhibitor: -10; Pf growth 96h: 10µM*; Cycloheximide cs: -6
`COc1cc(/C=C2\SC(=O)N(CC(=O)Nc3cccc(C)c3)C2=O)cc([N+](=O)[O-])c1O` as listed: LmPK inhibitor: -10%; TbPYK inhibitor: -6%; Pf growth 48h: -23%; AMA1-RON2 inh: -6%; Shiga inhibitor: 45; Pf growth 96h: 13%; Cycloheximide cs: -5

Later entries:
mol,LmPK inhibitor,TbPYK inhibitor,Pf growth 48h,AMA1-RON2 inh,Shiga inhibitor,Pf growth 96h,Cycloheximide cs
O=C(Nc1ccc(OC(F)(F)F)cc1)N1CCN(c2ccnc3cc(Cl)ccc23)CC1,5%,0%,?,3%,-3,?,1
Nc1ccc(C(=O)N/N=C/c2sc(N3CCOCC3)nc2-c2ccccc2)cc1,4%,2%,?,-2%,21,?,15
COc1ccc(OC)c(N/C=C/C(=C(C#N)C#N)N(C)C)c1,0%,-3%,?,-4%,11,?,-2
CCCc1sc(N)nc1-c1ccc(C)cc1,1%,-17%,7%,-11%,-3,30%[activator],-1
O=C(Nc1ccc(Br)cc1F)C1CCN(c2nnc(-n3cccc3)s2)CC1,18%,0%,/,1%,-16,254%[activator],-7
CCOC(=O)C1CCCN(Cc2cccc(Oc3ccccc3)c2)C1 (configuration not stated),4%,18%,224%[activator],-25%,8,?,9
CCOC(=O)c1ccc(-c2ccc(C3Nc4ccccc4C(=O)N3O)o2)cc1 (configuration not stated),2%,-5%,?,36%[activator],145*,-89%,33*
N#Cc1ccccc1Cn1cc(/C=N/Nc2ccc([N+](=O)[O-])cn2)c2ccccc21,-3%,6%,?,-6%,5,5.2µM*,-1
COC(=O)c1ccccc1NC(=O)CN(C)Cc1ccccc1,4%,-3%,-19%,8%,-14,-8%,7
O=C(NNC(=O)c1ccccc1-n1cccc1)c1ccc(Cl)cc1,0%,3%,31%[activator],14%,-3,9%,-3
CCCCNC(=O)OCCNC(=O)NC,-2%,-8%,4%,1%,-4,-3%,-3
COc1ccc(NS(=O)(=O)c2cccc3cccnc23)cc1OC,-8%,-6%,-25%,-1%,20,262%[activator],3
COc1ccc(S(=O)(=O)N(CC(=O)NC2CC2)c2ccc(C)cc2)cc1,-2%,2%,-8%,-9%,9,?,2
Cc1ccc(C)c(NC(=O)C2CCN(S(=O)(=O)c3ccc4c(c3)NC(=O)CO4)CC2)c1,-3%,5%,-30%,19%,-12,20%,13
CCOC(=O)c1cnn(CCOC(=O)c2cccc(F)c2)c1NC(=O)c1cccc(F)c1,3%,1%,6%,-19%,7,19%,3
CC1(C)CC(=O)C2=C(C1)N(c1ccc(F)cc1)C(=O)C2(O)C(F)(F)F (configuration not stated),2%,2%,5%,-1%,-2,14%,5
CCOC(=O)c1c(C)[nH]c(C)c1C(=O)COC(=O)c1ccccc1O,3%,6%,?,-7%,-17,?,-1
Nc1c2c(nc3ccn(Cc4ccccc4)c(=O)c13)CCC2,7%,7%,/,4%,51,2.9µM*,2
Cc1cccc2c1NC(=O)C2(O)N1CCCC(C)C1 (configuration not stated),8%,-1%,?,6%,/,-20%,-2
CN(CC(=O)Nc1ccc(Cl)cc1F)C1CCS(=O)(=O)C1 (configuration not stated),/,14%,1%,19%,/,17%,/
CCOc1cc(NC(=O)c2ccco2)c(OCC)cc1NC(=O)Cc1cccc(OC)c1,1%,-10%,4.7µM*,-21%,-4,1%,-4
O=C(COC(=O)CCCc1c[nH]c2ccccc12)Nc1ccc2c(c1)OCO2,9%,2%,/,?,-11,/,0
CCOC(=O)Nc1nc(-c2ccc(Cl)cc2Cl)cs1,-4%,-6%,25%,3%,78*,31%[activator],24*
COc1ccc([N+](=O)[O-])cc1NS(=O)(=O)c1ccc(Cl)c(C(=O)Nc2sc3c(c2C#N)CCCCC3)c1,-8%,/,-4%,/,4,19%,0
COc1ccc2c(c1)CCc1c(C(=O)NCCCn3ccnc3)noc1-2,-4%,0%,?,-1%,10,91%[activator],2
O=C(Nc1ncccn1)c1cc(-c2cccc(Br)c2)nc2ccccc12,-1%,-2%,?,-9%[11.6 µM],14,1.7µM*,-1
COc1cc(CN2CCN(S(=O)(=O)c3ccc(F)cc3)CC2)cc(OC)c1OC,9%,-1%&6%,/,-27%,-14,?,-2
CCc1cccc(C)c1NC(=O)COC(=O)C1CCN(S(=O)(=O)c2ccccc2)CC1,/,-3%,-14%,11%,/,0%,/
CCC(=O)n1nc(-c2ccc(Cl)cc2)nc1NCc1ccccc1,4%,-2%,/,-1%,-4,?,-1
CCOC(=O)c1c(NC(=O)c2cccc(N3C(=O)CCC3=O)c2)sc2c1CCN(CC)C2,0%,-4%,-6%,-14%,-2,6%,-1
C=CCSc1nnc(CC(OC)OC)n1-c1ccccc1,-9%,-7%,12%,-19%,40,-14%,-6
N#Cc1c2c(c(-c3ccco3)[nH]c1=O)CCCC2,-2%,6%,17%,16%,-9,31%[activator],-8
Cc1cc(C)c(C)c(S(=O)(=O)NCc2ccc(C(=O)N3CCCC3)cc2)c1C,0%,2%,6.6µM*,-11%,-7,?,0
CN(NS(=O)(=O)c1ccc(Cl)cc1)c1nc(C(F)(F)F)nc2ccccc12,-1%,2%,11%,-23%,-6,-18%,-3
Nc1nc2nccc(-c3ccc(Cl)cc3)n2n1,-9%,-21%,?,3%,42*,/,44*
CCCc1c(C(=O)N/N=C/c2ccc(OC)c(OCc3ccccc3)c2)nnn1-c1nonc1N,-1%,3%,?,8%,-6,?,2
C=C(C)CSc1nnc2n(C)c(=O)c3c4c(sc3n12)CCC4,5%,3%,-1%,-4%,-1,0%,-2
CC(C)CCOc1ccc(C(=O)N2CCN(c3ncccn3)CC2)cc1,2%,-4%,9%,26%,-6,5%,1
O=C(Nc1ccccc1N1CCN(C(=O)c2ccccc2)CC1)c1ccc([N+](=O)[O-])o1,7%,0%,?,-6%,26,9%,3
COc1ccc(CNC(=O)C2CC(=O)N(C3CCCC3)C2)cc1 (configuration not stated),1%,-1%,16%,4%,-12,50%[activator],-3
CC(=O)c1c(C)n(-c2cccc(Cl)c2)c2ccc(O)cc12,-1%,7%,-16%,-6%,2,2.6µM*,-1
Cc1cccc(C=Nc2ccccc2C(N)=O)c1,0%,9%,/,-1%,-3,56%,6
COc1ccc(-c2nnn(CC(=O)N3CCOCC3)n2)cc1,8%,1%,/,6%,-7,23%,-2
COc1cccc(CNC(=O)CCC2CCCN(Cc3ccc(OC(F)F)cc3)C2)c1 (configuration not stated),5%,-15%,-22%,21%,5,?,-3
COC(=O)c1ccccc1NC(=O)c1ccnn1C,2%,-2%,0%,11%,-4,2%,-1
O=C(NC(=S)NNC(=O)c1ccccc1O)c1cccc([N+](=O)[O-])c1,-2%,-2%,10%,-19%,-5,-8%,-3
CCN(Cc1nc2ccccc2c(=O)[nH]1)C(=O)CN1C(=O)NC2(CCCCC2C)C1=O (configuration not stated),/,5%,-20%,89%[activator],/,?,/

Assay outcomes: PubChem, National Center for Advancing Translational Sciences (NCATS)

The order is random, and some 21% of all compounds hit somewhere here.
